Source: PubChem (several laboratories)
BH1578 lux ind = inducers of Vibrio cholerae quorum light production without autoinducers. V. cholerae BH1578 lux reporter, luminescence, 6 h. activation, % at 18.7 µM. actives 0.16% (n = 350,000); in the data active = activation mostly above about 9.7%, no sharp cut-off; inconclusive = no clear call, values can overlap the other calls; inactive = mostly below about 3.7%; note: not every result past the cut was called active; inactives centre near 0; reference of the scale not given here
Anthrax LF prot = anthrax lethal factor protease inhibition; P15917; multiplex microsphere protease cleavage assay, LF; inhibition, % at 10 µM; actives 0.12% (n = 360,000); AID 588501; in the data active = inhibition above about 30%; inconclusive = no clear call, values can overlap the other calls; note: plate controls were buffer without enzyme for full effect and enzyme alone for no effect
Target sequence (P15917 whole entry, looked up): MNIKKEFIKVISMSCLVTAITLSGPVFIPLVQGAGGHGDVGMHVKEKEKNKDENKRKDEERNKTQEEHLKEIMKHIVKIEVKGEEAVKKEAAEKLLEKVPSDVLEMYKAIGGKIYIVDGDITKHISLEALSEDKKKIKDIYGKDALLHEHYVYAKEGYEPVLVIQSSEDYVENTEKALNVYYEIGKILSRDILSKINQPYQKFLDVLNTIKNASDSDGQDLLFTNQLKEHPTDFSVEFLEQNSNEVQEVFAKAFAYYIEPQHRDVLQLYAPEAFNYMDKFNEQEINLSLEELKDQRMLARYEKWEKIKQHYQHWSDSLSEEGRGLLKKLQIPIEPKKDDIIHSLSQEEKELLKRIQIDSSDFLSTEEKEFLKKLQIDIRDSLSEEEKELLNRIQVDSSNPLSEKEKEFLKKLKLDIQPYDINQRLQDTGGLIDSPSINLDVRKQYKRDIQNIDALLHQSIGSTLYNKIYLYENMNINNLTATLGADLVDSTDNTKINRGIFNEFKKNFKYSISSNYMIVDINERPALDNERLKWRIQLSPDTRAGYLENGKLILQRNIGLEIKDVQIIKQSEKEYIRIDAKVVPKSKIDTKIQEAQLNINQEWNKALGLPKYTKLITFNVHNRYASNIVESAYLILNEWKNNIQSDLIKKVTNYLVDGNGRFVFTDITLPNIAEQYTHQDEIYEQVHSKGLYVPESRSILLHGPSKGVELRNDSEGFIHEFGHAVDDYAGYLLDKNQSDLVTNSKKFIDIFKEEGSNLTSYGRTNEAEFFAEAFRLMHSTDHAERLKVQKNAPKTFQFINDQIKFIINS
SARS 3CLpro inh = SARS-CoV 3CLpro protease inhibition. recombinant SARS-CoV 3CLpro, quenched FRET peptide cleavage. actives 0.14% (n = 290,000). P0C6X7. AID 1706. inhibition, % at 6 µM; in the data active = inhibition above about 12%
TcdB GH inh = inhibitors of Clostridioides difficile toxin B glycohydrolase | P18177 | TcdB glycohydrolase enzymatic assay, plate reader | inhibition, % at 9.99 µM | actives 0.24% (n = 350,000); in the data active = inhibition above about 10%
DUSP3 inh = inhibitors of human VHR1 phosphatase (DUSP3); recombinant VHR phosphatase, pNPP absorbance; inhibition, % at 13.3 µM; actives 0.52% (n = 290,000); in the data active = inhibition above about 50%; note: some compounds called inactive have numbers as strong as hits
Target sequence (P51452 whole entry, looked up): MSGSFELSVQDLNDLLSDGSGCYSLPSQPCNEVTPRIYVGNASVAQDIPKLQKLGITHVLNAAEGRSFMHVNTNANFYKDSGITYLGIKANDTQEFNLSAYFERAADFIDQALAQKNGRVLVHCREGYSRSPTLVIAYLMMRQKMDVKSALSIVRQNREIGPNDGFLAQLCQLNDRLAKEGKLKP
SSB-PriA inh = K. pneumoniae PriA-SSBct interaction inhibition; AlphaScreen SSBct-PriA binding, biotinylated peptide; inhibition, % at 33 µM; actives 0.6% (n = 430,000); AID 1272365; in the data active = inhibition mostly above about 37%, no sharp cut-off; inactive = mostly below about 20%;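 note: plate controls were negative control peptide for no effect and reference peptide for full effect; strong numbers were not always called active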
PfHsp40 rescue = rescue of PfHsp40-mediated yeast toxicity | S. cerevisiae expressing PfHsp40, growth rescue, ATP luminescence | growth rescue, % at 12.5 µM | actives 0.68% (n = 340,000); in the data active = growth rescue above about 28%, passing the limit was not always enough; inconclusive = no clear call, values can overlap the other calls;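 note: yeast W303a lacking pdr1 and pdr3 grown in galactose medium; growth measured after three days at 30 °C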
Y pestis TopoI = Y. pestis Topo-I inhibition via cleavage products | activity, % at 10 µM | Y. pestis Topo-I cleavage product accumulation, plate reader | actives 0.064% (n = 360,000); in the data active = activity above about 50%, passing the limit was not always enough; inconclusive = no clear call, values can overlap the other calls; note: inactives centre near 2
Rv3671c inh = inhibitors of M. tuberculosis serine protease Rv3671c. P9WHR9. inhibition, % at 5.96 µM. actives 0.048% (n = 320,000). AID 2606; in the data active = inhibition above about 38%;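 note: extracellular domain of Rv3671c used as enzyme; 0% = enzyme with DMSO and 100% = no enzyme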
MazEF act = increases E. coli MazEF RNase cleavage of RNA; FAM/BHQ RNA-DNA oligo cleavage fluorescence, 5 h; actives 0.32% (n = 350,000); P0AE70; activation, % at 20 µM; in the data active = activation above about 50%
* = called active by the depositor; i = inactive; ? = inconclusive; . = not tested or not shown. Some of the compounds tested, so the mix of outcomes need not match the whole.

SMILES	BH1578 lux ind	Anthrax LF prot	SARS 3CLpro inh	TcdB GH inh	DUSP3 inh	SSB-PriA inh	PfHsp40 rescue	Y pestis TopoI	Rv3671c inh	MazEF act
N#Cc1ccccc1NC(=O)C(=O)NCC1CCCN1S(=O)(=O)c1cccs1 (stereo not drawn)	i	-3	.	2.1	.	-10	-0.5	15	-1	0
CCOCCCN(C(=O)Cn1nnc(-c2ccc(C)o2)n1)C(C(=O)NC1CCCC1)c1ccc(C)o1 (stereo not drawn)	-1.0	1	3	0.0	25	2	-0.9	12	.	-11
COc1cc2nc(/C=C/c3ccc(N(C)C)cc3)sc2cc1SC	i	-3	2	0.2	17	3	-0.4	0	-13	-51
O=C1c2cccc3cccc(c23)C(=O)N1CC1CCN(S(=O)(=O)c2ccccc2)CC1	i	4	.	1.4	.	-18	0.6	3	.	5
CCOC(=O)c1sc(-c2ccccc2)cc1NC(=O)CSc1nnnn1C	i	1	-2	.	12	-8	1.2	?	-10	6
COC(=O)c1sc(NC(=S)NC(=O)c2ccccc2)nc1C	3.3	0	4	-0.8	32	-9	-0.3	0	1	6
CCC(C)NC(=O)c1ccc(-n2c(=S)[nH]c3ccccc3c2=O)cc1 (stereo not drawn)	i	-6	-1	0.5	-20	-4	0.5	0	-1	4
COc1cccc(/C=C/C(=O)OCC(=O)Nc2cccc(S(=O)(=O)N(C)C)c2)c1	i	-6	5	-0.4	12	-6	1.5	29	-5	12
O=C(CCCC(=O)OCC(F)(F)C(F)F)Nc1ccc(NC(=O)CCCC(=O)OCC(F)(F)C(F)F)cc1	-7.1	1	-2	.	11	-10	2.3	-2	9	-3
Cc1ccccc1NCc1nnc2n1CCCCC2	-0.3	1	-1	.	13	-14	-0.2	0	-1	3
N#C/C(=C\c1ccc(C(=O)O)cc1)c1ccccn1	-1.1	-4	-3	0.2	27	-5	-3.1	7	3	3
COc1cc(/C=C(\C#N)C(=O)Nc2cccc(C(=O)O)c2)ccc1OCc1ccc(F)cc1	-0.3	-3	8	1.1	5	-12	12	-8	-2	7
Nc1nnnn1/N=C/c1cccs1	i	-3	-5	2.6	-4	.	0.2	-12	-1	3
CCN1CCN(c2ccc(S(=O)(=O)N3CCOCC3)cc2NC(=O)C(C)Oc2cccc(Cl)c2)CC1 (stereo not drawn)	i	0	.	-0.5	.	.	0.8	24	-4	0
COc1cc(CNCCc2ccc(S(N)(=O)=O)cc2)ccc1OCC(=O)N1CCCCC1	-1.7	-6	5	.	22	-2	-0.7	-2	-3	0
CCc1cc(C(=O)Nc2ccc(OC)nc2)sc1C	i	4	.	-0.1	.	-4	0.9	0	1	.
CN(C(=O)COC(=O)c1cc(Br)c(Br)s1)C1CCS(=O)(=O)C1 (stereo not drawn)	-0.2	0	-6	.	-5	-15	-1.4	-2	2	-7
CC(=O)N1N=C(c2ccccc2)CC1c1cn(C)c2ccccc12 (stereo not drawn)	-0.2	-1	5	.	-1	11	1.1	36	-9	5
CC1(C)C2CCC1(C)C(OCC[N+](C)(C)CC(=O)OC1CCCCC1)C2 (stereo not drawn)	-1.0	0	-3	1.5	4	3	-0.4	4	4	26
C=CCOc1ccc2oc(=O)cc(C)c2c1	2.4	2	4	.	-1	-7	-0.5	3	-11	-1
CC(C)(C)CN1CCN(Cc2cc3ccccc3[nH]2)CC1CCO (stereo not drawn)	-0.2	-18	1	0.3	11	1	-1.1	-7	-6	-5
COc1cc(CN2C[C@@H](CO)O[C@@H](n3cnc4c(Nc5ccccc5)ncnc43)C2)cc(OC)c1OC	1.6	-2	.	2.1	.	.	.	14	.	.
COc1ccc(C(=O)Cc2cc(OC)c(OC)cc2[N+](=O)[O-])c(OC)c1	-0.5	0	3	0.1	-8	-3	-2.0	13	8	6
CCOC(=O)CC1C(=O)NCCN1C(=S)NC(=O)c1ccc(C)c(Br)c1 (stereo not drawn)	0.8	1	.	1.6	.	.	.	9	.	6
Nc1nonc1-n1nnc(C(=O)N/N=C/c2ccco2)c1-c1ccccc1	-0.3	-4	0	-8.5	15	.	-1.4	1	-2	3
CC(=O)NC(Cc1c[nH]c2ccccc12)C(=O)NCCc1ccccc1 (stereo not drawn)	i	8	3	0.2	23	17	-2.4	1	1	-32
CN(Cc1ccccn1)Cc1nc(Cc2ccccc2Cl)no1	-0.3	-1	2	-0.8	35	-14	-0.5	1	-2	-3
CCOCc1c(C(=O)NC2CCCCCC2)oc2ccccc12	i	-2	8	1.8	22	-36	0.7	-9	-5	6
CCc1ccc(OCC(=O)Nc2ccc3c(c2)OCCO3)cc1	-0.3	0	4	-0.2	10	-19	3.1	23	5	9
CC(NCC(=O)Nc1cc(Cl)cc(Cl)c1)c1ccccc1 (stereo not drawn)	i	10	-3	0.9	14	-12	2.7	14	-8	6
CCOC(=O)N1CCC(NS(=O)(=O)c2cc3c(cc2C)NC(=O)CO3)CC1	-0.3	1	-6	.	27	1	-0.4	1	4	2
N#Cc1c(N2CCCCC2)nc(N)c2c(N)nc3c(c12)CC(c1ccccc1)O3 (stereo not drawn)	1.2	3	1	0.8	27	-16	0.5	-1	3	4
COc1ccc(Cl)cc1NC(=O)COC(C)=O	-0.6	-2	4	1.2	18	-10	1.8	-13	-7	-6
Cn1c(CO)cnc1SCc1ccc(Cl)cc1	i	-2	1	.	41	0	-0.4	-4	8	-1
O=C(NC(=S)NNC(=O)c1ccco1)c1ccccc1	i	?	3	1.7	-4	8	-1.0	-7	2	0
CN(C)c1cccc(CNC(=O)c2csc([C@@H]3O[C@H](CO)[C@@H](O)[C@H]3O)n2)c1	-0.4	0	.	-4.4	.	.	.	-1	.	.
CCn1c(-c2cccc(Br)c2)n[nH]c1=S	-0.8	2	0	.	-9	-7	0.6	-7	4	2
CC1CCC(NC(=O)CNC(=S)N2CC3CC(C2)c2cccc(=O)n2C3)CC1 (stereo not drawn)	1.3	-2	0	0.0	-20	-5	-0.5	5	-7	6
NS(=O)(=O)c1ccc(CCNC(=O)COC(=O)C2COc3ccccc3O2)cc1 (stereo not drawn)	-0.8	-9	.	-0.6	.	-6	-0.9	-9	-15	9
COc1ccccc1N1CCN(C(=O)c2ccc(N3CCCC3=O)cc2)CC1	-0.5	-4	4	.	-9	-3	-0.3	0	5	3
O=C(Cc1csc(Nc2nc(=S)[nH]c3ccccc23)n1)N1CCN(c2cccc(C(F)(F)F)c2)CC1	-0.2	-1	0	0.3	14	2	0.0	0	-10	-14
Cc1ccc(C(=O)Nc2cc(-c3ccn[nH]3)c(C)n(N)c2=O)cc1	-0.4	2	2	1.7	13	-2	-0.6	-4	-12	3
O=C1CSC(=Nc2ccc(Cl)cc2)N1	i	2	4	1.2	4	8	-2.8	-5	4	9
CCC(C(=O)NCCCN1CCN(CCCNC(=O)C(CC)c2ccccc2)CC1)c1ccccc1 (stereo not drawn)	i	1	9	1.9	8	3	0.7	20	-2	15
Cc1ccsc1/C=N/NC(=O)c1nnn(-c2nonc2N)c1CSc1ccccc1	-0.3	2	-1	-0.6	17	.	0.8	7	5	6
Cc1ccc2c(c1)c1nnc(SCC(=O)NC3CC3)nc1n2C	-0.8	0	2	1.2	26	.	0.2	-2	-1	.
O=C(NCCc1c[nH]c2ccccc12)/C(=C\c1ccco1)NC(=O)c1ccco1	-1.6	0	-1	0.5	2	12	0.0	-1	-10	5
CSc1nc(N)cc(=O)[nH]1	i	11	-4	1.4	21	1	0.6	6	1	-11
CCOC(=O)c1c(C)nc(C)c(C(=O)OCC)c1-c1cccnc1	-1.0	9	-6	0.8	13	-2	-0.4	1	4	7
CNc1cccc(-c2ccc(C(=O)N3CCOCC3)cc2)n1	i	-3	.	0.4	.	.	.	-1	.	.
CC(=O)c1cc2c(cc1NC(=O)Cn1nc(-c3ccc(C)cc3)ccc1=O)OCO2	-0.3	-1	-2	-0.9	7	-8	0.8	-1	-1	1
COc1ccc(F)cc1S(=O)(=O)NC1CCCCCC1	-0.4	-1	6	.	2	-10	-1.0	3	-3	-8
Cc1ccccc1-c1cc(C(=O)NCc2cccs2)nn1CC1CC(c2cccc([N+](=O)[O-])c2)=NO1 (stereo not drawn)	-0.4	-3	.	1.1	.	3	0.0	5	-5	3
CCC(C)NC(=S)Nc1ccccc1OC (stereo not drawn)	-0.4	0	3	.	2	2	2.4	6	-9	-6
COc1ccc(NC(=O)CN(Cc2ccccc2)S(C)(=O)=O)cc1	-0.2	0	2	.	22	-9	-1.4	13	-3	6
COc1cc(C)cc(C(=O)O)c1C1=C(O)c2cccc(O)c2C(=O)C1=O	-0.4	-9	.	-8.1	6	3	0.9	1	-1	-3
CC(C)C1C(=O)N(Cc2cn(Cc3ccco3)nn2)CCS(=O)(=O)N1Cc1ccc(-c2ccc(F)cc2)cc1 (stereo not drawn)	-0.7	0	.	-0.4	.	.	.	43	.	3
CCOc1ccccc1NC(=O)c1ccc(OCC)c([N+](=O)[O-])c1	3.6	-3	4	-0.2	3	-2	-1.1	2	4	1
N#CC1=C(N)Oc2c(ccc3ccccc23)C1c1ccsc1 (stereo not drawn)	-1.7	7	3	.	12	1	-0.6	6	-15	24
O=C(OCc1nnc(-c2ccc([N+](=O)[O-])cc2)o1)C1CCN(C(=O)c2ccc(F)cc2)CC1	0.3	.	.	1.6	.	3	-0.7	15	11	9
The listing continues:
SMILES	BH1578 lux ind	Anthrax LF prot	SARS 3CLpro inh	TcdB GH inh	DUSP3 inh	SSB-PriA inh	PfHsp40 rescue	Y pestis TopoI	Rv3671c inh	MazEF act
CCCCn1nnc(NC(=O)CCC)n1	-0.2	-4	0	.	8	-2	-1.1	1	-1	-4
O=C(COc1ccc(S(=O)(=O)N2CCCC2)cc1Cl)NCc1ccco1	-6.7	2	-4	.	7	4	0.3	4	0	-8
CCOC(=O)c1ccc(NC(=O)c2ccc(CN3CCc4ccccc4C3)cc2)cc1	2.0	13	3	1.8	1	2	3.3	15	-6	-4
Cc1c(NC(=O)c2ccc(NC(=O)C3CC3)cc2)cccc1C(=O)O	-0.1	3	-3	0.0	24	-8	-1.0	0	-6	1
O=C(CSc1nc2ccccc2c(=O)n1-c1ccc(F)cc1)Nc1cc(S(=O)(=O)N2CCOCC2)ccc1Cl	-1.9	0	6	.	-7	-5	0.6	-2	-16	-14
O=c1c2c(nc3nc(NCc4cccc5ccccc45)[nH]n13)CCC2	-0.2	-4	7	-3.9	34	-10	-0.2	17	8	-23
O=C(CSc1ccc(Cl)cc1)NC(=O)c1ccccc1	i	-1	.	-2.2	.	-12	-0.4	7	0	-12
COc1ccc(CC(=O)NNC(=O)c2ccc(Br)o2)cc1	i	5	2	-1.2	2	-7	0.2	8	3	-3
Cc1ccc2[nH]c(=O)c(CN(CCCO)S(=O)(=O)c3cccc4nsnc34)cc2c1	-0.4	0	0	.	2	16	-1.3	8	-17	2
O=C1NC(=S)N/C1=C/C=C/c1ccccc1	i	1	3	0.6	15	-9	-1.1	0	-6	5

Filtered by structure, the entries above with a cyano group (five)
SMILES	BH1578 lux ind	Anthrax LF prot	SARS 3CLpro inh	TcdB GH inh	DUSP3 inh	SSB-PriA inh	PfHsp40 rescue	Y pestis TopoI	Rv3671c inh	MazEF act
N#Cc1ccccc1NC(=O)C(=O)NCC1CCCN1S(=O)(=O)c1cccs1 (stereo not drawn)	i	-3	.	2.1	.	-10	-0.5	15	-1	0
N#C/C(=C\c1ccc(C(=O)O)cc1)c1ccccn1	-1.1	-4	-3	0.2	27	-5	-3.1	7	3	3
COc1cc(/C=C(\C#N)C(=O)Nc2cccc(C(=O)O)c2)ccc1OCc1ccc(F)cc1	-0.3	-3	8	1.1	5	-12	12	-8	-2	7
N#Cc1c(N2CCCCC2)nc(N)c2c(N)nc3c(c12)CC(c1ccccc1)O3 (stereo not drawn)	1.2	3	1	0.8	27	-16	0.5	-1	3	4
N#CC1=C(N)Oc2c(ccc3ccccc23)C1c1ccsc1 (stereo not drawn)	-1.7	7	3	.	12	1	-0.6	6	-15	24
